Source: PubChem
JMJD2A Tudor inh = blocks the human JMJD2A Tudor domain; O75164; AlphaScreen JMJD2A-Tudor / H3K4me3 peptide binding; Potency, µM (highest dose often 114 µM), inactives show at the top dose activity change, negative = inhibition, hits mostly inhibitors; 390,000 compounds, 4.4% hits; AID 504339; also: potency is read from the fitted curve at half-maximal effect; % is scaled to controls: 0 for no effect and ±100 for the full control effect; nearly all actives have a fitted effect of over 50% in size
PI4K2A inh = PI4K2A (human) kinase inhibition. AID 1346378. 420,000 compounds, 0.13% hits. activity change, negative = inhibition, % at 76.9 µM. purified PI4K2A, ADP-Glo luminescence, 1 h; hits give low values; in the data active = activity change below about -50%; inconclusive = mostly about -30% to -49%;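 also: -100% = wells without enzyme as full effect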
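In this quantitative HTS, ADP production by PI4K2A was quantified luminescently after 1 h at ambient temperature; 100 microM adenosine served as plate-quality control.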
PGK inhibitor = blocks T. brucei phosphoglycerate kinase. PGK/GAPDH coupled, Kinase-Glo luminescence, 60 min. Potency, µM (highest dose often 57.5 µM), for the others: at the top dose activity change, negative = inhibition, most hits filed as inhibitors. 380,000 compounds, 0.043% hits. AID 602233; also: potency is read from the fitted curve at half-maximal effect; % is scaled to controls: 0 for no effect and ±100 for the full control effect; nearly all actives have a fitted effect of over 60% in size
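Luminescent ATP detection (Kinase-Glo Plus) follows a 60-minute room-temperature incubation, with wells lacking PGK as controls. Buffer: 100 mM TEA (pH 7.6), 5 mM MgCl2, 0.01% Tween-20. Coupling enzyme GAPDH (100 nM final) supplies unstable 1,3-BPG in-well.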
G9a inh = G9a (human) methyltransferase inhibition; G9a H3K9 monomethylation, AlphaScreen, 2 h; Potency, µM (highest dose often 102 µM), for the others: top-dose activity, negative = inhibition, most hits filed as inhibitors; 350,000 compounds, 8.8% hits; also: potency is read from the fitted curve at half-maximal effect; % is scaled to controls: 0 for no effect and ±100 for the full control effect; nearly all actives have a fitted effect of over 75% in size
Target sequence (Q96KQ7 913-1193 limits assumed): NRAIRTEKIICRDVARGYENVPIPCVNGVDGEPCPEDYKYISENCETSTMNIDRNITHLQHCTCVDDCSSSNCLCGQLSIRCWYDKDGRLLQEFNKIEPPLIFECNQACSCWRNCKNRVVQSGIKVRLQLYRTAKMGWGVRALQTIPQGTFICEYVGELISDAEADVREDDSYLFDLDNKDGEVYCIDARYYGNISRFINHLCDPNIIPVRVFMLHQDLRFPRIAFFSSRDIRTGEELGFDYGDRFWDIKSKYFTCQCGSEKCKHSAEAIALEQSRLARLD
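AlphaScreen detection with an anti-monomethyl H3K9 antibody quantified product after a 2 h room-temperature reaction containing 500 nM biotinylated H3K9 peptide, 20 µM SAM and 20 nM enzyme, which had been preincubated 15 min with compound.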
Pin1 inh = inhibitors of human Pin1 | AID 504891 | Pin1 FP peptide displacement, HiFluor488, 10 min | Q13526 | Potency, µM (highest dose often 115 µM), for inactives: at the top dose activity, negative = inhibition, usual class: inhibitors | 390,000 compounds, 0.009% hits; active = well fitted inhibition curve with a large enough effect in the polarisation, with a control signal flat, not every such curve was filed as active; inconclusive = small, poorly fitted or top-dose-only effect, or effect the other way, or a change in a side signal; inactive = no such curve, though single readings can be large or run the other way; the % refers to the polarisation; also: potency is read from the fitted curve at half-maximal effect; % is scaled to controls: 0 for no effect and ±100 for the full control effect
ERG-DNA inh = inhibitors of human ERG Ets domain-DNA interaction | P11308 | fluorescence polarization, His-ERG Ets domain / labelled DNA | Potency, µM (titrated, usually from 76.9 µM), for the others: at the highest dose FP activity, negative = inhibition, usual class: inhibitors | 370,000 compounds, 0.028% hits; active = well fitted inhibition curve with a large enough effect in the polarisation, with a control signal flat; inconclusive = small, poorly fitted or top-dose-only effect, or effect the other way, or a change in a side signal; inactive = no such curve, though single readings can be large or run the other way; the % refers to the polarisation;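 also: polarization taken with two DNA probes labelled with fluorescein and Texas red; potency is read from the fitted curve at half-maximal effect; % of control where 0% means no effect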
Target sequence (P11308 whole entry, looked up, the tested form may be a part): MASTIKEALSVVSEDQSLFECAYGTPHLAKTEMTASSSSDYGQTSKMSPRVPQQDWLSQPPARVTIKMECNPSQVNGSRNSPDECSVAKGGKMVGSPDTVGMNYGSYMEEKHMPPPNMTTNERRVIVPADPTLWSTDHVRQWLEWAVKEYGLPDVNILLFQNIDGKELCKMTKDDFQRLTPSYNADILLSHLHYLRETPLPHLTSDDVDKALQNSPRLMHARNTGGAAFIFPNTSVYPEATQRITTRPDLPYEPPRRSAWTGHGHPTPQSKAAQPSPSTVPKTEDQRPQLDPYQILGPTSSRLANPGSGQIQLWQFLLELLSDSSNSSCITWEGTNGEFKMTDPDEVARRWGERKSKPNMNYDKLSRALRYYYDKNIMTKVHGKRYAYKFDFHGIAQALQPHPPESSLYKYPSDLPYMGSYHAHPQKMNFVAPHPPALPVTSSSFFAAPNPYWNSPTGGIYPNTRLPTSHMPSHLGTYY
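His-tagged ERG Ets domain (1 uM in the protein solution; 300mM KCl, 50mM Tris-HCl, 1mM EDTA, 1mM DTT, pH 7.5) received compound, then a probe mix of 5 nM fluorescein-DNA and 100nM Texas-615-DNA. Fluorescence polarization was read for both dyes.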
GLS inhibitor = blocks human kidney-isoform glutaminase activity; 410,000 compounds, 0.21% hits; Potency, µM (series often up to 45.5 µM), inactives show at the highest dose activity change, negative = inhibition, usual class: inhibitors; GLS enzymatic activity, qHTS titration; O94925; also: potency is read from the fitted curve at half-maximal effect; % is scaled to controls: 0 for no effect and ±100 for the full control effect
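Coupled fluorescence readout: glutamate oxidase/HRP/Amplex Red detect glutamate formed by hKGA from L-glutamine (1 mM solution added). Buffer 45 mM KH2PO4 pH 8.2, 0.02% Tween-20; reads at t0 and 30 min RT.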
BAZ2B inh = blocks human BAZ2B; Q9UIF8; AlphaScreen BAZ2B-H3K14Ac peptide displacement; Potency, µM (titrated, usually from 114 µM), for inactives: at the top dose activity change, negative = inhibition, usual class: inhibitors; 360,000 compounds, 4.4% hits; AID 504333; also: potency is read from the fitted curve at half-maximal effect; % is scaled to controls: 0 for no effect and ±100 for the full control effect; nearly all actives have a fitted effect of over 60% in size
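Complex of BAZ2B and biotin-H3K14Ac (50 nM apiece) forms over 30 min at RT, then faces library compounds up to 110 uM for another 30 min; AlphaScreen beads added, 20 min dark incubation, luminescence read.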
HP1b chromo inh = inhibitors of HP1-beta chromodomain binding to methylated histone tails | P83916 | AlphaScreen HP1-beta / biotin-H3K9me3 peptide binding | Potency, µM (top dose mostly 114 µM), for inactives: top-dose activity change, negative = inhibition, usual class: inhibitors | 390,000 compounds, 0.56% hits | AID 540317; also: potency is read from the fitted curve at half-maximal effect; nearly all actives have a fitted effect of over 70% in size; inactives centre near 23
Target sequence (P83916 whole entry, looked up): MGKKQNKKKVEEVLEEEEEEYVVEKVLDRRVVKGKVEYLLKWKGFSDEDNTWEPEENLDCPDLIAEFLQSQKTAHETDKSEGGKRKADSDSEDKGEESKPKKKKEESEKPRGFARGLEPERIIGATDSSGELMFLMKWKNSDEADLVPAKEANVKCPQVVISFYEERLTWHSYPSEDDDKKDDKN
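HP1-beta protein (50 nM final) preincubated 30 min at room temperature with biotinylated H3(1-18)K9me3 peptide (50 nM) in PBS pH 7.4, 0.01% Tween-20, then compound added for 30 min. AlphaScreen streptavidin donor/nickel chelate acceptor beads (10 ug/mL final), 30 min dark, luminescence read.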
* = called active by the depositor; i = inactive; ? = inconclusive; nt = not tested or not shown; & = joins results of further samples; [ ] = dose if it differs, or a comment. Unless noted, calls follow the shape of the dose curve; as a rule, active = well fitted curve in the direction sought with a large enough effect; inconclusive = small, poorly fitted or top-dose-only effect, or another doubt; inactive = no such curve, though single readings can be large; an effect the other way counts as inactive or inconclusive.

#	PI4K2A inh	Pin1 inh	G9a inh	JMJD2A Tudor inh	GLS inhibitor	ERG-DNA inh	PGK inhibitor	HP1b chromo inh	BAZ2B inh	canonical_smiles
1	1	2%	?	-6%	-4%	3%	-6%	19%	1%	O=C(Nc1cccc(F)c1)C1CCN(S(=O)(=O)c2cccc3nonc23)CC1
2	-4	2%	-9%	-14%	-3%	4%	-6%	35%	16%	CC1CC(C)CN(C(=O)COC(=O)c2cccc([N+](=O)[O-])c2)C1 (stereo not drawn)
3	15	-7%	27%	15%	0%	3%	-3%	81%[activator]	-3%	COC(OC)c1ccnc(-c2ccc(OC(=O)c3ccccc3)cc2)n1
4	-12	-17%	12%	1%	-4%	9%	i	58%[activator]	-16%	O=C(NCCc1ccccc1F)C1CCCN(c2nc3ccccc3s2)C1 (stereo not drawn)
5	2	-5%	-6%	-10%	20%	-9%	-5%	41%[activator]	16%	CCOc1ccccc1NC(=O)C1CCC(CNc2c(N3CCOCC3)c(=O)c2=O)CC1 (stereo not drawn)
6	2	-7%	-32%[12.7 µM]	3%	2%	8%	-1%	26%	9%	COc1ccc(NC(=O)C2C3CCC(C3)C2C(=O)O)cc1OC (stereo not drawn)
7	8	12%	3%[12.7 µM]	24%	1%	6%	i	126%[activator]	22%	Cc1ccc(-c2nc3ccccc3s2)cc1S(=O)(=O)N1CCCC1
8	1	1%	-5%	-2%	15%	34%[activator]	7%	35%	-10%	COc1ccc(C2Nc3ccccc3C(=O)N2NC(C)=O)cc1OC (stereo not drawn)
9	0	-1%	-1%	-16%	-3%	-8%	-2%	14%	3%	CC(C)(C)NC(=O)C1c2ccccc2Oc2ccccc21
10	0	9%	?	-4%	7%	-6%	i	36%	-1%	O=C(NCc1ccccc1Cl)c1cc(=O)[nH]c2ccccc12
11	7	3%	-11%[59 µM]	-2%	2%	3%	0%	12%	11%	COc1ccc(S(=O)(=O)N2CCC(C(=O)Nc3cccc(C(C)=O)c3)CC2)cc1
12	-12	-3%	17%[59 µM]	-14%[57.1 µM]	-3%	-6%	-5%	-35%	?	Nc1ccc2nn(-c3cccc4ccccc34)nc2c1

#	PI4K2A inh	Pin1 inh	G9a inh	JMJD2A Tudor inh	GLS inhibitor	ERG-DNA inh	PGK inhibitor	HP1b chromo inh	BAZ2B inh	canonical_smiles
13	-2	-6%	-21%	-19%	0%	1%	i	38%[activator]	8%	CCOC(=O)c1[nH]c(C)c(C(=O)NCCN2CCOCC2)c1C
14	1	4%	8%[59 µM]	-17%	3%	-4%	10%	6%	5%	COC(=O)c1ccc(C(=O)OC)c(NC(=O)c2cnc3n(c2=O)CCS3)c1
15	-2	3%	8%[12.7 µM]	-8%	7%	19%	-4%	30%	6%	Cc1ccc(NS(=O)(=O)c2ccc3[nH]c(=O)oc3c2)cc1Cl
16	0	-2%	107%[activator]	38%[activator]	9%	51%[activator]	-1%	93%[activator]	22%	Cc1ccccc1NC(=O)OCc1cccnc1Oc1ccc(Cl)cc1
17	-16	44%[activator]	nt	-17%	3%	-1%	9%	21%	nt	CCOc1ccccc1C(=O)N[C@H](C(=O)OCc1csc(CC(=O)Nc2ccc(C)cc2)n1)C(C)C
18	-9	1%	0%[59 µM]	3%	8%	0%	2%	24%	0%	CCSc1cc(C)nc2c(-c3ccccc3)c(C)nn12
19	2	-16%	-3%	?	2%	-12%	i	28%	-1%	COc1cccc(CN2CCNC(=O)C2CC(=O)NCCn2cccn2)c1OC (stereo not drawn)
20	-5	?	-15%[59 µM]	-8%	-4%	3%	-3%	31%	-26%	Cc1c(C(=O)N2CCCC2)oc2c1-c1nn(CC(=O)NCCCN3CCCCC3C)cc1CC2 (stereo not drawn)
21	-1	-1%	-2%	-12%	-18%	-7%	-5%	15%	5%	Cc1c(NC(=O)c2ccccc2N)cccc1C(=O)O
22	-1	1%	?	-32%	0%	-1%	-7%	7%	-7%	COc1cc(-c2noc(CCCC(=O)NCc3ccco3)n2)cc(OC)c1OC
23	-3	1%	nt	-6%	23%	-8%	-10%	48%[activator]	-2%	COCCSc1nnc(NC(=O)c2ccco2)s1
24	-5	-2%	-10%[12.7 µM]	-11%	2%	5%	-9%	23%	-1%	CC(C)c1ccc(NC(=O)CCCN2C(=O)NC(C)(C)C2=O)cc1

#	PI4K2A inh	Pin1 inh	G9a inh	JMJD2A Tudor inh	GLS inhibitor	ERG-DNA inh	PGK inhibitor	HP1b chromo inh	BAZ2B inh	canonical_smiles
25	1	42%[activator]	-13%[59 µM]	-36%	1%	4%	3%	-3%	?	COc1cccc(C(=O)Nc2nc(-c3ccc4c(c3)OCO4)cs2)c1
26	1	0%	?	-9%	11%	-1%	i	-15%	8%	O=C1CNC(=S)N1c1nc(-c2ccccc2)cs1
27	-3	4%	2%[12.7 µM]	-8%	11%	-4%	-16%	17%	-31%	Cn1c(=O)[nH]c(=O)c2c1nc(Sc1nc3ccccc3s1)n2Cc1ccccc1
28	5	-3%	nt	-13%	-3%	1%	-2%	24%	nt	Nc1cc(=O)[nH]c(SCC(=O)N2CCCC2)n1
29	5	-4%	nt	79µM*	16%	5%	-9%	22%	nt	NNC(=O)c1nnsc1-c1csnn1
30	-5	-2%	-22%	-15%	-6%	14%	i	52%[activator]	-19%	CCC(C)NC(=O)CNC(=S)N(Cc1ccccc1F)C1CCCCC1 (stereo not drawn)
31	-5	0%	nt	5%	2%	1%	-7%	47%[activator]	7%	O=C(COc1ccc(Cl)cc1)N1CCCCCCC1
32	0	7%	0%[59 µM]	-6%	-8%	1%	9%	21%	5%	O=C(NCc1ccccc1Cl)C1CCC(CNS(=O)(=O)c2ccc(Cl)cc2)CC1 (stereo not drawn)
33	-2	0%	nt	-10%	7%	9%	2%	19%	-20%	Cc1ccc(S(=O)(=O)NCc2ccccc2)cc1C(=O)N(C)Cc1ccccc1F
34	2	5%	nt	-18%	1%	19%	-7%	17%	nt	CC(C)(C)S(=O)N1Cc2cc(=O)n(Cc3ccccc3)c(CCO)c2[C@@H]1CCO (stereo partly drawn)
35	-7	0%	18%[59 µM]	6%	4%	4%	-4%	37%	0%	COc1cccc(NC(=O)Cn2c(=O)n(CCC(=O)NCCc3ccc(Cl)cc3)c(=O)c3ccccc32)c1
36	-2	1%	-117%	-15%	-15%	-8%	-3%	17%	-38%	Cc1cccc(NC(=S)NCCc2ccccc2)n1

#	PI4K2A inh	Pin1 inh	G9a inh	JMJD2A Tudor inh	GLS inhibitor	ERG-DNA inh	PGK inhibitor	HP1b chromo inh	BAZ2B inh	canonical_smiles
37	2	1%	-1%	3%	2%	6%	-6%	20%	0%	NC(=O)Cc1ccc(C(=O)c2ccccc2F)s1
38	5	4%	-51%	29%	-6%	-12%	i	85%[activator]	8%	Cc1cc2oc(=O)cc(CN(C)Cc3ccc(OC(F)F)cc3)c2cc1Cl
39	-1&0	-9%&-3%	nt	-19%&-14%	2%&-1%	6%&5%	-9%&-9%	41%&29%[activator]	nt	COC(=O)c1ccc(N2CC3CNC(=O)C2(C(=O)OC)N3C)cc1 (stereo not drawn)
40	11	24%	6%	?	5%	1%	-2%	17%	-4%	COc1cc(/C=C(/C#N)c2nc3ccccc3[nH]2)ccc1Oc1ncccc1[N+](=O)[O-]
41	-10	-2%	36%[59 µM]	-8%	8%	8%	-11%	31%	-26%	O=C(NCc1ccccc1)c1ccc(CS(=O)(=O)Cc2ccccc2F)o1
42	-11	-7%	nt	-14%	-9%&0%	5%	i	17%	nt	CC1=C(/C=C/C(C)=C/C=C/C(C)=C/CO)C(C)(C)CCC1
43	4	-13%	-7%[59 µM]	-7%	2%	-7%	i	13%	4%	CCOC(=O)c1c(NC(=O)C2c3ccccc3Oc3ccccc32)sc(C(N)=O)c1C
44	0	-4%	-6%[59 µM]	-1%	2%	-5%	1%	9%	2%	CCN(C(=O)COc1ccc(C(=O)c2ccccc2)cc1)c1ccccc1
